ERp5 block = inhibitors of ERp5-driven insulin aggregation, primary screen, biochemical, turbidity, absorbance 650 nm, single point | 90 min | inhibition, % at 9.99 µM | 350,000 tested, 0.05% active | AID 651711, 2012;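 active = mean replicate inhibition above about 25%, with every replicate also reaching it, limit read from the data, passing the limit was not always enough; inconclusive = only one of those two criteria met; inactive = neither criterion met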
XiGFP reactiv = activators of inactive X chromosome reactivation, primary screen, imaging, XiGFP fibroblasts, GFP high-content imaging, set 2 | 360,000 tested, 0.055% active | XiGFP mouse fibroblasts, % GFP-positive cells imaging, 3 d; cells co-treated with 5-aza-dC sensitizer; scaled so ellipticine positive control = 100% | activation, % at 7.58 µM | AID 743238, 2013;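 active = mean normalized replicate activation at least 10% and every replicate at or above 10%; inconclusive = only one of the two criteria met; inactive = mean below 10% and not all replicates reach 10%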;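 also: 0% = median of on-plate neutral control wells and 100% = ellipticine 6 µM median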
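Material: XiGFP fibroblasts, SV40-immortalized. Buffer or medium: DMEM plus 5-aza-dC sensitizer. Compound: single concentration per compound, delivered by pin transfer. Times: 3 days compound exposure. Controls: ellipticine 6 µM.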
RAD52 anneal inh = RAD52 DNA annealing inhibitors, primary screen, biochemical, FRET, single point, set 2. DNA repair protein RAD52 homolog (Homo sapiens), P43351. recombinant RAD52 DNA annealing, FRET fluorescence. inhibition, % at 18.7 µM. 360,000 tested, 0.46% active;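 active = every replicate showing at least 50% inhibition; inconclusive = mean inhibition at least 50% but not in every replicate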
S100A4 inh HTS = inhibitors of S100A4-myosin IIA peptide binding, primary screen, biochemical, fluorescence polarization, TAMRA-MyoIIA peptide. Protein S100-A4 (Homo sapiens), P26447. inhibition, % at 10.7 µM. 360,000 tested, 0.14% active. AID 652163, 2013;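 active = mean inhibition of at least 70% across replicates, with every replicate also reaching that level; inconclusive = mean inhibition reaches 70% but some replicates fall short; inactive = mean inhibition below 70%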
Target sequence (P26447 whole entry, looked up): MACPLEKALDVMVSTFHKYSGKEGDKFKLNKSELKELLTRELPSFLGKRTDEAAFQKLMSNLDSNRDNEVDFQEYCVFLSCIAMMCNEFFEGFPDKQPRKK
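Material: S100A4 monomer protein | Medium: HEPES pH 7.2 with CaCl2, KCl, NaCl, DTT, Triton | Reagent: Labelled myosin peptide probe, 5 nM | Doses: One dose per compound | Times: 5 min incubation before reading | Benchmarks: Neutral control DMSO, positive control TFP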
RAD54 inh = inhibitors of human RAD54 branch migration, primary screen, biochemical, fluorescence, single point | 360,000 tested, 0.14% active | DNA repair and recombination protein RAD54-like (Homo sapiens), Q92698 | inhibition, % at 10.4 µM | RAD54 Holliday junction branch migration, FAM/BHQ fluorescence;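 active = mean normalized replicate activity at least 40 and at least half of replicates scoring 40 or more; inconclusive = only one of the two criteria met; inactive = mean below 40 and under half of replicates reaching 40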;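 also: 0% = median of neutral control wells and 100% = median of positive control wells; inhibitors cause a drop in the FAM fluorescence signal; in these data hits start at about 50%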
Target sequence (Q92698 whole entry, looked up): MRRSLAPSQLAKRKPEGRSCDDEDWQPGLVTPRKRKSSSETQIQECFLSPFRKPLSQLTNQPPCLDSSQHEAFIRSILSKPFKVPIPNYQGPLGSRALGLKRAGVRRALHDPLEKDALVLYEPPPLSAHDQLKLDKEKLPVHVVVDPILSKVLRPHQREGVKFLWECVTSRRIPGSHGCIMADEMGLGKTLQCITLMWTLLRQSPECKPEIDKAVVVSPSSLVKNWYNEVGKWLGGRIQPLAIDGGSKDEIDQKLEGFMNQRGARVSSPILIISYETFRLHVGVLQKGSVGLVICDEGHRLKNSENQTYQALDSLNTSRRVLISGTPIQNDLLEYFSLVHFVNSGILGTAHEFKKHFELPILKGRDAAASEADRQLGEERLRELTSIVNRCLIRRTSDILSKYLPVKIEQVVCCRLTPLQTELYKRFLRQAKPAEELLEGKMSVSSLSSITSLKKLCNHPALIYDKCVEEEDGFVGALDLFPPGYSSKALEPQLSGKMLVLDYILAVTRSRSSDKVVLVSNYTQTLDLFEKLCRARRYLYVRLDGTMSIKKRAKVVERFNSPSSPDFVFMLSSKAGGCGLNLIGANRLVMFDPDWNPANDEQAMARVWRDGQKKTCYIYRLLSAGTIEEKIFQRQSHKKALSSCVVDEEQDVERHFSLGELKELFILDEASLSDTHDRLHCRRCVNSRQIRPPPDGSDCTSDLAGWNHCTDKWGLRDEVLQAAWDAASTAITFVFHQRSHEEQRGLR
E-sel inducer = E-selectin induction in HUVECs, primary screen, imaging, HUVEC, immunofluorescence imaging, single point. normalized: neutral wells 0, TNF-alpha wells 100. activation, % at 7.58 µM. 260,000 tested, 0.37% active;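 active = mean E-selectin-positive cell signal at least 10% of the positive control, reached in at least 60% of replicates, without over 20% cell loss; inconclusive = no rule given, readout overlaps actives, possibly toxicity-flagged; inactive = the rest, including those meeting only one limit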;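 also: in these data hits start at about 27%; measured in HUVEC primary endothelial cells; signal is the percent of cells scored E-selectin positive by PE staining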
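assay system = HUVEC, human umbilical vein endothelial cells | input = 3,000 HUVEC seeded per well | medium = EGM-2 growth medium on 0.1% gelatin-coated wells | dosing = one compound dose added by pin transfer | signal = immunofluorescence imaging | read-out basis = % PE-positive cells | control set = TNF-alpha, DMSO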
ERAP1 HTS inh = human ERAP1 aminopeptidase inhibitors, primary screen, biochemical, single point, plate reader; Endoplasmic reticulum aminopeptidase 1 (Homo sapiens), Q9NZ08; inhibition, % at 10.7 µM; 340,000 tested, 0.15% active; AID 652197, 2013; recombinant ERAP1, Leu-AMC fluorescence, 60 min;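 active = mean replicate inhibition of at least 30%, or all replicates individually reaching that 30% level; inactive = mean below 30% and not every replicate reaching it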;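 also: 0% = neutral control wells and 100% = L-leucinethiol positive control wells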
esBAF inh = Bmi1 luciferase reporter increase in mESCs, primary screen, esBAF inhibitor project, mouse ES cells, Bmi1 luciferase knock-in, single point; reporter increase, % at 12.5 µM; AID 602393, 2012; 24 h; 100% = twice the neutral-well signal; 350,000 tested, 2% active; in the data active = activation above about 40%; inconclusive = no clear call, values can overlap the other calls;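 also: 0% = median of the plate's neutral control wells and 100% = double that signal; a rise in the Bmi1 reporter signal indicates esBAF inhibition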
* marks the source's active call; other numbers are inactive results; ? = inconclusive; · = no result given; & = joins results of further samples.

SMILES	ERp5 block	XiGFP reactiv	RAD52 anneal inh	S100A4 inh HTS	RAD54 inh	E-sel inducer	ERAP1 HTS inh	esBAF inh
CO[C@H]1CN(C)C(=O)c2ccc(NS(C)(=O)=O)cc2OC[C@@H](C)N(C(=O)CN(C)C)C[C@@H]1C	-4	0.3	-11	17	-11	0.5	1	-3
Cc1ccc2c(C)c(C(=O)N3CCCCC3CO)oc2c1C (configuration not stated)	1	0.0	-12	-10	-5	1.2	-4	23
COc1cc(CC(=O)OCC(=O)Nc2cc([N+](=O)[O-])ccc2F)cc(OC)c1OC	1	0.0	-10	2	·	1.7	2	·
CO[C@H]1CN(C)C(=O)c2cc(NS(=O)(=O)c3c(C)noc3C)ccc2OC[C@H](C)NC[C@H]1C	2	0.1	-5	14	-2	-0.1	0	-9
C[C@H](CO)N1C[C@H](C)[C@@H](CN(C)C(=O)NC2CCCC2)OCc2cn(nn2)CCCC1=O	2	-0.1	6	4	1	0.1	-2	3
CC1(C(=O)NS(=O)(=O)Cc2ccccc2)CCN1C(=O)Cc1cc(F)ccc1F (configuration not stated)	1	0.1	1	1	-24	-0.2	-3	-13
O=C(O)c1ccc2c(c1)C(=O)N(c1ccc(Cl)cn1)C2=O	0	-0.1	-19	-6	-7	0.3	-1	-10
O=C(NCc1cccnc1)c1nc(-c2ccccc2)n(-c2ccccc2)n1	-3	0.0	-11	-2	-9	-0.2	-4	6
O=C(C[C@@H]1CC[C@H]2[C@@H](COC[C@@H](O)CN2S(=O)(=O)c2ccc(F)cc2)O1)NCCN1CCCCC1	5	0.1	7	6	5	0.1	1	4
Cc1ccc(SCCC(=O)OC(C)C(=O)Nc2ccccc2)cc1 (configuration not stated)	-4	0.3	-7	-1	-4	·	-1	0
Cn1ccnc1SCC(=O)NC1CCCC1	3	0.0	-2	-1	-9	·	31*	2
CCC(C)NC(=O)c1ccc(CS(=O)(=O)c2ccc(OC)cc2)o1 (configuration not stated)	10	0.4	-4	-1	-2	0.2	·	12
Cc1ccc(S(=O)(=O)N[C@@H]2CC[C@@H](CCNC(=O)c3ccc4c(c3)OCO4)O[C@H]2CO)cc1	-5	0.4	6	4	2	-0.1	-5	-5
CSCCCNC(=O)c1ccc(OC2CCN(C(=O)c3cccnc3)CC2)cc1	11	0.0	-4	2	9	5.5	-3	·
O=C(c1ccc(NS(=O)(=O)c2ccc(F)cc2)cc1)N1CCC1	-1	0.0	-9	-2	·	·	-1	·
O=C(CCC(=O)N1CCN(c2cccc(Cl)c2)CC1)c1cccs1	-6	0.3	-18	6	-1	·	-1	6
COc1cc(C(=O)NCC(=O)OCC(=O)Nc2nnc(-c3ccccc3)o2)cc(OC)c1OC	12	0.1	-6	5	-5	·	-2	-5
O=C1C=CC(=O)N1Cc1ccccc1	-5	0.0	0	1	-6	-0.2	1	-8
O=C(CSc1ccc2nnc(-c3ccncc3)n2n1)NCc1ccco1	2	0.3	-6	-5	3	-0.4	-3	-3
Cc1ccc(NC(=O)COC(=O)C2CC(=O)N(Cc3ccccc3)C2)cc1S(=O)(=O)N(C)C (configuration not stated)	-5	0.0	15	9	·	·	1	·
C/C(=N\NC(=O)c1nc2ccccn2c1C)c1cc2ccccc2o1	4	-0.1	-17	-8	·	1.7	7	·
Cc1cccc(C2=NOC(=O)/C2=C\c2ccccc2F)c1	-4	0.2	-8	-2	0	·	-2	-2
O=C(NCC1CCCO1)c1ccccc1OCc1ccc(F)cc1 (configuration not stated)	-1	0.0	-9	-69	-8	·	2	1
COc1ccc(S(=O)(=O)NC(C)C(=O)NCc2ccco2)cc1OC (configuration not stated)	5	0.3	-12	0	-1	0.0	-1	-3
COCC(=O)N1CC2(C1)CN(C(=O)NC1CCCC1)[C@@H](CO)c1c2c2ccc(OC)cc2n1C	-2	0.0	7	-6	·	0.2	-1	·

New compounds follow
SMILES	ERp5 block	XiGFP reactiv	RAD52 anneal inh	S100A4 inh HTS	RAD54 inh	E-sel inducer	ERAP1 HTS inh	esBAF inh
COc1cc(C(=O)NNC(=O)CN2C(=O)NC3(CCCC3)C2=O)cc(OC)c1OC	4	0.0	-6	-2	-6	3.7	2	-7
CC(C)(C)OC(=O)N1CCC(C(=O)NNC(=O)c2ccc(Cl)cc2Cl)CC1	4	0.0	-9	2	-2	·	3	1
Cn1c(N)c(C(=O)COC(=O)CCc2ccccc2)c(=O)n(C)c1=O	0	0.0	-5	-2	8	107*	1	-5
COCC#Cc1ccc2c(c1)O[C@H](CN(C)Cc1ccc(F)cc1)[C@@H](C)CN([C@H](C)CO)S2(=O)=O	-5	-0.8	-8	17	3	-0.2	-1	-8
CC(NC(=O)CCNC(=O)c1ccccc1Cl)c1ccc(-n2ccnc2)cc1 (configuration not stated)	2	0.0	-7	11	2	1.4	-4	-4
CC1(C)C=Cc2c(ccc3c2OC[C@@H](c2ccc(O)cc2O)C3)O1	0	·	-7	-1	1	·	0	32
CCc1ccc(NC(=O)Cn2nnc(C(=O)NCCc3ccc(OC)c(OC)c3)c2N)cc1	-10	0.0	-8	-7	3	·	1	0
C[C@H](CO)N1C[C@H](C)[C@H](CN(C)C(=O)Nc2ccc3c(c2)OCO3)OCc2ccccc2-c2c(n(C)c3ccccc23)C1=O	2	0.4	16	5	2	0.0	2	93*
Cc1ccc(S(=O)(=O)Oc2cccc([N+](=O)[O-])c2)cc1	-5	0.1	2	0	-1	0.6	1	·
O=c1[nH]c(C2CCN(S(=O)(=O)c3ccccc3F)CC2)nc2c1nnn2Cc1ccc(OC(F)(F)F)cc1	14	0.1	-2	-4	4	-0.6	0	2
Cc1ccc(CSc2nccc(-c3c(C)nc4ccccn34)n2)cc1	7	0.1	-7	-4	-3	·	-1	·
COc1ccc(CCNS(=O)(=O)c2c(N)n(C)c(=O)n(C)c2=O)cc1OC	2	0.0	-13	3	·	·	2	·
Cc1ccc(NS(=O)(=O)c2cccc3nsnc23)cc1	?	-0.1	-19	-5	·	·	-5	·
O=S1(=O)CSCS(=O)(=O)C1	0	0.0	-23	-2	-19	·	2	-4
CCc1ccc(C(=O)NNC(=O)[C@H](C)NC(=O)c2ccco2)cc1	0	0.1	-8	-1	-23	0.4	-1	-4
CC1(C)C(=O)Nc2ccccc2N1C(=O)COC(=O)c1cccnc1Cl	3	0.0	-9	-1	5	-0.3	1	-10
Cc1cc2nc(-c3ccc(C#N)cc3)c(Cc3ccsc3)n2c(C)c1Br	5	0.0	-17	-3	·	0.0	-1	·
CCNC(=O)[C@H]1[C@H](CO)[C@H]2Cn3c(cccc3=O)[C@H]2N1C(=O)C1CCCC1	-4	0.3	-2	7	-5	-0.3	-2	-1
CN(CC(=O)Nc1c(F)cccc1F)Cc1cccs1	-1	0.2	-13	-3	-1	·	5	4
CN1CCN(C(=O)C2CC(=O)N(c3ccc(F)c(Cl)c3)C2)CC1 (configuration not stated)	3	0.0	-10	-1	-4	-0.3	-3	-6
CC(=O)c1ccc(NC(=O)c2ccc(C)c(Br)c2)cc1	5	0.0	-15	10	·	1.2	0	·
CCOc1ccccc1-c1nc(CN(Cc2cnn(C)c2)C(C)C)c(C)o1	7	0.1	-10	-1	·	·	-1	·
COc1ccc(S(=O)(=O)N2CCN(CC(=O)c3ccc(O)c(O)c3)CC2)cc1	-4	0.2	-25	-10	-6	·	3	-4
Cc1cc(NC(=O)CSc2nnc(C)n2-c2ccccc2C)no1	-3	0.3	-4	1	·	1.6	4	·
COc1ccccc1NC(=O)CC1C(=O)Nc2ccccc2N1C(=O)c1ccccc1 (configuration not stated)	-3	0.2	-10	7	·	·	1	·

Next section:
SMILES	ERp5 block	XiGFP reactiv	RAD52 anneal inh	S100A4 inh HTS	RAD54 inh	E-sel inducer	ERAP1 HTS inh	esBAF inh
O=C(CNc1cc(S(=O)(=O)N2CCOCC2)ccc1NCC1CCCO1)Nc1ccc(F)c(F)c1 (configuration not stated)	0	0.0	-9	-4	1	0.3	4	-3
Cc1noc(C)c1S(=O)(=O)Nc1ccc2c(c1)C(=O)N([C@@H](C)CO)C[C@@H](C)[C@H](CN(C)CC1CCCCC1)O2	-1	0.1	0	-19	-4	-0.2	1	-1
COCCCNc1nc2nonc2nc1NCCSC	7	-0.3	-5	3	6	·	0	·
Cc1cc(C)c(C(=O)COC(=O)c2nn(C)c(=O)c3ccccc23)cc1C	-2	-0.1	-6	-5	0	-1.2	0	1
Cc1ccc(NC(=O)NC2CCCCC2)c(C)c1	0	0.0	-3	0	-3	·	4	·
NS(=O)(=O)c1ccc(NC(=S)Nc2ccc(OCc3ccccc3)cc2)cc1	-1	0.3	-14	0	·	·	0	·
COCC(C)n1c(SCC(=O)NC(=O)Cc2ccccc2)nc2ccccc2c1=O (configuration not stated)	1	0.0	-3	-9	-3	-2.3	-7	-10
C[C@H]1CN([C@@H](C)CO)C(=O)c2cc(C#CC3(O)CCCC3)cnc2O[C@H]1CN(C)S(=O)(=O)c1ccc(F)cc1	-7	0.5	-6	1	-1	-0.1	-1	10
CCc1ccc(NC(=O)c2cc(S(=O)(=O)N3CCc4ccccc43)cn2C)cc1	4	0.0	-7	-4	-2	0.0	5	13
O=[N+]([O-])c1ccc(N2CCN(Cc3ccccc3)CC2)nc1	-13	0.0	-20	9	·	·	3	·
C[C@@H]1CN([C@H](C)CO)C(=O)Cc2cc(NC(=O)Cc3ccccc3)ccc2O[C@H]1CN(C)S(C)(=O)=O	0	0.0	-2	-2	0	68*	3	-3
COc1ccccc1OCCC(=O)OCC(=O)Nc1cc(S(=O)(=O)N2CCOCC2)ccc1Cl	2	0.0	-7	-1	-4	-0.1	3	-7
Cn1c(=O)[nH]c2c(c1=O)CCO2	4	0.1	-3	1	·	0.0	0	14
Clc1ncccc1OCc1ccccc1	4	0.1	-18	0	·	·	·	·
COC(=O)c1cc(-c2cccc([N+](=O)[O-])c2)c2c(=O)[nH]c(=O)n(C)c2n1	7	0.0	-4	51	5	-0.2	4	-5
C[C@H](CO)N1C[C@H](C)[C@H](CN(C)Cc2ccncc2)OCc2ccccc2-c2c(n(C)c3ccccc23)C1=O	-7&16	0.0&0.0	-1&2	-1&-5	-2	-0.2	0&-1	-10
COC(=O)C(C)Oc1ccc2cc(-c3ccccc3)c(=O)oc2c1 (configuration not stated)	-3	0.1	-20	-4	0	·	1	9

Compound activity deposited in PubChem by Broad Institute.
